Compound activity: PubChem BioAssay, NCI
All columns: NCI-60 one-dose screen, growth in % after 48 h at 10 µM unless noted; 100 = growth as untreated, 0 = no growth, -100 = all killed.
MDA-MB-435 – MDA-MB-435 melanoma; actives 7.8% (n = 82,000)
MDA-MB-231 – MDA-MB-231 breast cancer; actives 5% (n = 81,000); AID 1794789
MOLT-4 – MOLT-4 leukemia cells. actives 6.9% (n = 80,000)
MDA-MB-468 – MDA-MB-468 breast cancer. AID 2202374. actives 8.5% (n = 78,000)
SR – SR leukemia cells; actives 8.7% (n = 73,000); AID 1794780
MCF7 – MCF7 breast cancer. actives 6.3% (n = 82,000)
RPMI-8226 – RPMI-8226 leukemia cells; actives 7.5% (n = 77,000)
K-562 – K-562 leukemia; actives 7.4% (n = 78,000)
The depositor's hits bear a star; / = no result given. The calls were made as follows: active = growth percent below 10; inactive = the rest.

Molecule,MDA-MB-435,MDA-MB-231,MOLT-4,MDA-MB-468,SR,MCF7,RPMI-8226,K-562
O=C(CSC(=S)n1cnc2ccccc21)NC(=O)c1ccccc1,110,108,102,106,87,97,116,91
O=C(Nc1ccc(-c2nc3ccccc3c(=O)[nH]2)cc1)c1ccccc1,100,71,83,53,/,76,102,88
COC(=O)Nc1ccc(C)c(NC(=O)OC)c1,100,103,100,105,105,101,106,105
COc1ccccc1[C@H]1C(C(=O)c2ccc(O)cc2)C2(N[C@@H]1c1ccccc1)C(=O)Nc1ccc(Br)cc12 (stereo not given in full),14,33,-9.1*,-43*,/,3.2*,30,23
CCCC(C)C(CC)(C(=O)OCC)C(=O)OCC (stereo not given),94,109,104,97,106,/,100,131
COc1ccc(/C=C(\C#N)c2nc3ccccc3s2)cc1,91,95,113,/,108,103,118,115
COc1cccc(C(=O)N(c2ccc(Cl)cc2)C(C(=O)NC(C)(C)C)c2cc3c(C)cc(C)cc3nc2Cl)c1 (stereo not given),75,52,47,50,71,58,48,60
Cc1ccc(-c2ccc(SCC(=O)Nc3ccc(Cl)c(C(F)(F)F)c3)nn2)cc1,-19*,/,8.9*,-31*,/,16,20,4.8*
COc1ccc(-c2nc(Nc3ccc(-c4nc5ccccc5[nH]4)cc3)nc(N3CCOCC3)n2)cc1,-38*,5.7*,1.8*,-1.2*,6.0*,-44*,-14*,-22*
C=C(C)[C@@H]1CC[C@]2(COC(=O)c3cccc(OC(C)=O)c3)CC[C@]3(C)[C@H](CC[C@@H]4[C@@]5(C)CC[C@H](O)C(C)(C)[C@@H]5CC[C@]43C)[C@@H]12,100,107,109,117,107,95,101,99
COc1cc2c(c(OC)c1OC)=NC(=O)/C(=C\c1sc(Nc3ccc(S(N)(=O)=O)cc3)nc1O)C=2,100,90,107,89,95,90,106,108
Nc1nn2c(-c3ccc(Br)cc3)ccnc2c1N=Nc1ccc(S(N)(=O)=O)cc1,91,76,98,98,/,89,110,104
O=C(Cn1nncc1CN1C(=O)CSC1=O)Nc1ccc(F)cc1F,100,104,104,101,105,96,103,104
CCOC(=O)c1ccccc1OCC,108,108,102,90,105,100,108,108
COc1ccc(/C=C/C(=O)c2ccc(NC(=O)CSc3nnc(-c4ccccc4)n3-c3ccccc3)cc2)cc1,65,93,67,103,54,48,51,59

Next records
Molecule,MDA-MB-435,MDA-MB-231,MOLT-4,MDA-MB-468,SR,MCF7,RPMI-8226,K-562
NNCCc1ccc(NC(=O)CCCc2ccc(/C=C/C(=O)NO)cc2)cc1,66,42,12,18,18,31,38,7.7*
CC1(C)CC[C@]23CC[C@]4(C)[C@H](CC[C@@H]5[C@@]6(C)CCC(=O)NC(C)(C)[C@@H]6CC[C@]54C)[C@H]2[C@H]1OC3=O,100,102,104,101,88,98,98,109
O=C(O)c1c(O)cccc1O,115,102,107,109,140,109,103,113
C=C(C)C1CC[C@]2(C(=O)NCCN(CCN)CCN)CC[C@]3(C)C(=CC[C@@H]4[C@@]5(C)C[C@@H](CC#CC#CC[C@@H]6C[C@]7(C)[C@H]8CC=C9[C@H]%10[C@H](C(=C)C)CC[C@]%10(C(=O)NCCN(CCN)CCN)CC[C@@]9(C)[C@]8(C)CC[C@H]7C(C)(C)[C@H]6OC(C)=O)[C@H](OC(C)=O)C(C)(C)[C@@H]5CC[C@]43C)[C@@H]12 (stereo not given in full),106,91,102,62,125,107,94,106
CCCN(CCC)c1ncnc2[nH]ncc12,108,103,100,107,86,102,88,109
NC(=O)NC(=O)N/N=C/c1ccc([N+](=O)[O-])o1,50,109,100,100,93,89,103,94
CNC(=S)Nc1ccccc1,105,103,98,115,100,94,114,103
NC(=S)NC(=S)Nc1ccccc1,100,101,39,102,92,86,99,90
COc1ccc(F)cc1N,98,93,101,105,115,98,106,105
COc1ccc2c(c1)CCCN2c1c2ccccc2nc2ccccc12,-18*,6.1*,15,-3.8*,13,21,21,9.4*
Cc1ccc(/C=C/C(=O)c2cccc(NC(=O)CSc3nc4ccccc4c(=O)n3-c3ccccc3)c2)c(C)c1,99,104,98,107,95,80,95,95
CC(C)(C)c1ccc(OCCCl)c(Cl)c1,108,91,100,107,100,100,94,101
CCOc1ccccc1-n1c(CN2CCN(C(=O)COc3ccc(CNCCCCCCN4C5CCCC4CC(OC(=O)Nc4cc(C)ccc4OC)C5)cc3)CC2)nc2ccccc2c1=O (stereo not given),-97*,-91*,-68*,-79*,/,-78*,-57*,-57*
c1ccc2c(c1)CCCN2c1nc(N2CCCC2)nc(N2CCOCC2)n1,106,115,96,106,88,92,87,101
CCn1nccc1NC(=O)C(=O)c1c[nH]c2cccc(OC)c12,103,95,97,95,/,101,94,89

Ordered by formula weight (high to low): 5 of the compounds above.
Molecule,MDA-MB-435,MDA-MB-231,MOLT-4,MDA-MB-468,SR,MCF7,RPMI-8226,K-562
C=C(C)C1CC[C@]2(C(=O)NCCN(CCN)CCN)CC[C@]3(C)C(=CC[C@@H]4[C@@]5(C)C[C@@H](CC#CC#CC[C@@H]6C[C@]7(C)[C@H]8CC=C9[C@H]%10[C@H](C(=C)C)CC[C@]%10(C(=O)NCCN(CCN)CCN)CC[C@@]9(C)[C@]8(C)CC[C@H]7C(C)(C)[C@H]6OC(C)=O)[C@H](OC(C)=O)C(C)(C)[C@@H]5CC[C@]43C)[C@@H]12 (stereo not given in full),106,91,102,62,125,107,94,106
NNCCc1ccc(NC(=O)CCCc2ccc(/C=C/C(=O)NO)cc2)cc1,66,42,12,18,18,31,38,7.7*
CCn1nccc1NC(=O)C(=O)c1c[nH]c2cccc(OC)c12,103,95,97,95,/,101,94,89
NC(=O)NC(=O)N/N=C/c1ccc([N+](=O)[O-])o1,50,109,100,100,93,89,103,94
NC(=S)NC(=S)Nc1ccccc1,100,101,39,102,92,86,99,90

(cont.)
Molecule,MDA-MB-435,MDA-MB-231,MOLT-4,MDA-MB-468,SR,MCF7,RPMI-8226,K-562
COc1cc(NC(=O)CSc2nnc(-c3ccc4nc(-c5ccc(Cl)cc5)[nH]c4c3)o2)cc(OC)c1OC,68,75,25,58,48,29,21,31
C=CCn1c(SCC(=O)Nc2cccc(C(=O)/C=C/c3ccccc3Cl)c2)nc2ccccc2c1=O,89,94,/,98,14,24,1.7*,/
CC(C)CN(CC(C)C)C(=O)CCl,119,110,103,106,102,99,104,107
Cc1c(O)c(=O)ccn1-c1ccc(N(C)C)cc1,97,95,92,90,/,82,91,111
O=C1CSC(=NNc2ncnc3ccccc23)N1c1ccccc1,101,91,108,107,107,89,108,104
N#Cc1cnn(C(=O)c2ccccc2Br)c1NC(=O)c1ccc(Br)cc1Cl,103,/,100,94,78,95,102,105
COc1ccc2c(c1OC)CN(C(=O)C(C)(O)COC(C)=O)C(=O)O2 (stereo not given),108,105,101,92,97,100,102,96
COc1cccc(Cn2cc(C(=O)Nc3cccnc3Nc3cc(OC)c(OC)c(OC)c3)nn2)c1,109,103,94,107,98,94,107,103
C#C[C@@H]1CC2Cc3ccc(Cl)c(C)c3N1O2 (stereo not given in full),107,94,81,105,78,94,101,88
O=C1Nc2c(ccc(Cl)c2Cl)/C1=C/c1ccc(O)cc1,101,89,77,62,42,54,79,92
Cc1[nH]c2ncnc(Nc3ccc(C(=O)Nc4ccc(Cl)c(C(F)(F)F)c4)cc3)c2c1C,112,107,90,102,93,97,97,90
N#CC(CC(=O)c1ccccc1)c1ccc(Cl)cc1 (stereo not given),93,98,96,101,82,91,93,93
c1ccc(CCn2c(-c3cccc(-c4ncon4)c3)nc3ccccc32)cc1,113,95,93,113,80,103,94,92
C=CCn1c(SCC(=O)Nc2ccc(/C(C)=N\O)cc2)nnc1-c1ccc(OC)c(OC)c1,90,79,67,88,114,86,83,77
Cc1noc(NS(=O)(=O)c2ccc(N)cc2)c1C,113,86,105,111,100,109,97,105

Later entries
Molecule,MDA-MB-435,MDA-MB-231,MOLT-4,MDA-MB-468,SR,MCF7,RPMI-8226,K-562
O=C1CN2C(c3ccccc3)=CSC2=N1,95,97,95,106,86,89,94,89
CNC(=O)c1cc(-n2ccc3cc(NC(=S)Nc4ccc(Cl)c(Cl)c4)ccc32)ccn1,55,69,44,23,28,55,24,23
COC(=O)C1CCCNOC12CCCCC2 (stereo not given),101,114,106,101,108,101,110,108
N=C(N)SCCCCCCCCCSC(=N)N,102,90,66,69,87,71,64,51
COc1cccc(-c2nc3sccn3c2-c2ccnc(NCCNS(=O)(=O)c3ccc(C)cc3)n2)c1,88,93,46,85,/,94,84,68
O=C(Cn1c(O)c(C=Nc2ccc(Nc3nccs3)cc2)c2ccccc21)c1ccc(F)cc1,105,71,101,112,101,79,100,105
Nc1ccc(S(=O)(=O)NCCO)cc1[N+](=O)[O-],107,117,109,118,109,105,112,114
O=c1cc(-c2ccccc2)nc2cc(-c3ccco3)[nH]n12,42,99,87,-1.5*,13,28,72,43
CN1CCN(Cc2ccc3c(NNC(=O)c4ccccc4)nc4cc(F)ccc4n23)CC1,28,43,12,-13*,7.6*,14,26,14
CCCSC(SCCC)C1OC(c2ccccc2)OC2COC(c3ccccc3)OC21 (stereo not given),95,101,63,87,88,86,77,76
O=C1CS/C(=N/S(=O)(=O)c2ccc(NNc3c4ccccc4nc4ccccc34)cc2)N1c1ccccc1,110,87,83,86,92,89,67,84
O=c1oc2ccccc2cc1C1=Nn2c(nnc2-c2cccnc2)SC1,106,96,96,97,88,80,96,94
COC(=O)CNS(=O)(=O)c1ccc2c(c1)Cc1cc(S(=O)(=O)NCC(=O)OC)ccc1-2,103,105,100,85,102,95,103,100
OC[C@@H](O)[C@@H](O)[C@H](O)[C@@H](O)CO,101,110,124,110,117,94,111,/
O=C1NC(=O)C(=Cc2cc(O)ccc2O)C(=O)N1,104,104,74,110,/,88,96,111

Other compounds
Molecule,MDA-MB-435,MDA-MB-231,MOLT-4,MDA-MB-468,SR,MCF7,RPMI-8226,K-562
CCOC(=O)C1=C(c2ccccc2)N=C2N(c3ccccc3)N=C(C(C)=O)N2C1c1ccc(F)cc1 (stereo not given),102,99,101,93,97,95,89,96
COC(=O)c1csc(C2OC(CO)C(O)C2O)n1 (stereo not given),105,106,104,99,101,99,97,96
CCn1c(SCC(=O)c2ccc(Br)cc2)nnc1-c1cc2c([nH]c3ccccc32)c(-c2cccc(O)c2)n1,31,75,/,84,/,40,69,/
O=C(/C(=C(\C(=O)c1ccccc1)c1ccccc1)c1ccccc1)c1ccccc1,74,67,-7.6*,48,32,43,19,14
CCCCCCCCn1ccc2cc(NC(=O)Cn3cc(CN4CCC(C)CC4)nn3)ccc21,-76*,9.7*,3.1*,-53*,-0.8*,4.4*,-41*,-26*
C=CCN1C(=O)/C(=C/c2ccccc2)SC1=Nc1ccc(Cl)c(Cl)c1,109,91,95,102,108,92,95,98
O=c1oc2ccccc2c2ccccc12,101,97,115,89,66,95,95,93
O=C1C(O)=CC(=C(c2ccccc2)c2ccccc2)c2ccccc21,89,84,61,96,68,97,69,74
COc1cccc(OC)c1OC(=O)c1ccccc1,97,/,107,105,92,101,96,105
Nc1cc(O)cc2cccnc12,-9.7*,78,93,109,73,56,69,88
Clc1ccc2oc3c(NCCCn4ccnc4)c4ccccc4nc3c2c1,27,27,7.7*,52,-5.2*,8.8*,38,4.9*
O=c1oc2ccc([N+](=O)[O-])cc2cc1Br,104,109,98,101,85,98,107,102
COC(=O)C1=C(C(=O)OC)C(C(=O)OC)N2C=CC=CC2=C1C(=O)OC (stereo not given),105,108,92,107,/,104,102,92
Clc1cc(Cl)cc(Cl)c1,111,92,100,114,101,98,112,110
O=C1CC(N2C(=O)/C(=C/C(Cl)=C\c3ccc([N+](=O)[O-])cc3)SC2=S)C(=O)N1c1ccc(O)cc1 (stereo not given),-12*,-10*,2.9*,/,-13*,-12*,-15*,6.6*

The results go on.
Molecule,MDA-MB-435,MDA-MB-231,MOLT-4,MDA-MB-468,SR,MCF7,RPMI-8226,K-562
CCC(c1ccc(OC)cc1)C(CC)c1ccc(O)c(CN2CCCCC2)c1 (stereo not given),82,78,63,23,-3.7*,63,5.8*,15
Cc1ccc(N)cc1F,100,82,92,100,121,94,121,99
Cc1cc[n+](CC(=O)c2ccc3ccccc3c2)cc1,104,121,99,85,105,85,99,102
COC(=O)c1nc2cc(-c3ccc(OC)cc3)cnc2n1C,107,110,107,100,106,99,52,122
CC(=O)C1C(=O)C(=O)N(c2ccc([N+](=O)[O-])cc2)C1=O (stereo not given),107,103,99,100,87,101,100,103
Cn1c(Cl)cc2c1-c1oncc1CC2,102,119,97,93,96,98,105,101
CN1C(=O)/C(=C/c2ccc(C(=O)Nc3nccs3)cc2)SC1=S,106,93,99,95,94,91,98,105
O=C(O)c1cccc([N+](=O)[O-])c1Br,108,98,109,109,114,107,111,101
Oc1ccc(C(O)(c2ccccc2)c2ccccc2)cc1,100,103,86,105,88,110,95,86
Cc1nnc(/N=C2\NC(=O)/C(=C/c3ccc(N(C)C)cc3)S2)s1,9.4*,103,81,87,44,53,59,50
COc1ccc(OC)c(NC(=O)NN(C)C)c1,97,/,117,96,/,96,102,123
CCC(=O)Oc1ccc2c(c1)CC[C@@H]1[C@@H]2CC[C@]2(C)C[C@H](OC(=O)CC)C[C@@H]12,0.4*,71,51,48,/,68,67,29
CCS(=O)(=O)c1ncnc2nc[nH]c12,104,111,103,105,98,89,96,101
CC(C)N=C(N)/N=C(\N)Nc1ccc2ccc3ccccc3c2c1,-94*,/,-3.6*,-91*,-47*,-90*,-27*,-42*
CCOC(=O)c1c2c(c(C)n1Cc1ccccc1)-c1nn(Cc3ccc(Cl)cc3)cc1CC2,108,102,62,/,77,84,66,70

Entries shown so far with a COOH group:
Molecule,MDA-MB-435,MDA-MB-231,MOLT-4,MDA-MB-468,SR,MCF7,RPMI-8226,K-562
O=C(O)c1c(O)cccc1O,115,102,107,109,140,109,103,113
O=C(O)c1cccc([N+](=O)[O-])c1Br,108,98,109,109,114,107,111,101
